PNC assembly inh = perinucleolar compartment assembly inhibition; PC3M PTB-GFP, PNC prevalence imaging, 16 h; hits give low values; activity change (PNC), negative = inhibition, % at 10 µM; actives 3.1% (n = 140,000); AID 2417;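 active = readout at or below -70, meaning at least 70% loss of cells showing the perinucleolar compartment, a nuclear body marking cancer cells; inconclusive = readout between -30 and a set limit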;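 also: plate controls were DMSO wells for no effect and camptothecin positive control wells for full effect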
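PC3M cells stably expressing PTB-GFP, 750–1000 cells/well, treated 16 h at 37 °C with compound (23 nl of library stock), in duplicate. After paraformaldehyde fixation and Hoechst stain, imaged at 20x; PNC prevalence scored by image analysis.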
IMPase inh = IMPase inhibition in cells; P97697; CHO-M1 cells, IP1 accumulation, HTRF TR-FRET ratio; inhibition (IP1 accumulation), % at 46.1 µM; 120,000 tested, under 10 active; AID 901; active = well fitted curve in the direction sought with a large enough effect in the signal ratio, not every such curve was filed as active; inconclusive = small, poorly fitted or top-dose-only effect, or a change in a side signal; inactive = no such curve, though single readings can be large or run the other way; the % refers to the signal ratio;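 also: cells stimulated with carbachol in lithium chloride buffer; plate controls were DMSO basal wells for no effect and reference inhibitor wells for full effect; higher means more IMPase inhibition seen as more IP1 and lower FRET ratio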
Target sequence (P97697 whole entry, looked up): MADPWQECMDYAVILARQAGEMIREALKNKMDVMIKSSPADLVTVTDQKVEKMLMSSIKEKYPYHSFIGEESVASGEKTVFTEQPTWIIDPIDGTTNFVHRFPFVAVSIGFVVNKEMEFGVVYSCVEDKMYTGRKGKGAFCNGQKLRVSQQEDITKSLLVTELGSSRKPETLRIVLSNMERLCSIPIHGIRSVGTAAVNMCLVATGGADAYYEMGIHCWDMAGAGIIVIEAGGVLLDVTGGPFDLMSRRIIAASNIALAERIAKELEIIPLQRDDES
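In this qHTS, compounds (final up to 46 uM) act on CHO-M1 cells that are then activated through the M1 receptor with carbachol, in pH 7.4 buffer containing 50 mM LiCl, for 30 min. IP1 accumulation is quantified by the IP-One immunoassay.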
ALOX12 inhib = 12-hLO (ALOX12) enzyme inhibition; Potency, µM (top dose mostly 57.1 µM), without a hit: top-dose activity change, negative = inhibition, most hits filed as inhibitors; P18054; actives 0.12% (n = 150,000); purified 12-hLO, xylenol orange hydroperoxide absorbance; also: potency is read from the fitted curve at half-maximal effect; nearly all actives have a fitted effect of over 55% in size; many of its hits are not listed in these tables
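150 nM 12hLO, 25 mM Hepes pH 7.0 + 0.01% Triton X-100; cpd preinc 15 min RT; 40 uM arachidonic acid, 30 min RT; Fe-XO 30 min; A573/A405 ratio as read-out.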
ALOX15B inhib = inhibitors of human 15-lipoxygenase 2 (ALOX15B); O15296; purified 15hLO-2, xylenol orange hydroperoxide absorbance; Potency, µM (doses to about 57.1 µM), for the others: top-dose activity change, negative = inhibition, most hits filed as inhibitors; actives 0.56% (n = 110,000); also: potency is read from the fitted curve at half-maximal effect; nearly all actives have a fitted effect of over 60% in size; many of its hits are not listed in these tables
Target sequence (O15296 whole entry, looked up): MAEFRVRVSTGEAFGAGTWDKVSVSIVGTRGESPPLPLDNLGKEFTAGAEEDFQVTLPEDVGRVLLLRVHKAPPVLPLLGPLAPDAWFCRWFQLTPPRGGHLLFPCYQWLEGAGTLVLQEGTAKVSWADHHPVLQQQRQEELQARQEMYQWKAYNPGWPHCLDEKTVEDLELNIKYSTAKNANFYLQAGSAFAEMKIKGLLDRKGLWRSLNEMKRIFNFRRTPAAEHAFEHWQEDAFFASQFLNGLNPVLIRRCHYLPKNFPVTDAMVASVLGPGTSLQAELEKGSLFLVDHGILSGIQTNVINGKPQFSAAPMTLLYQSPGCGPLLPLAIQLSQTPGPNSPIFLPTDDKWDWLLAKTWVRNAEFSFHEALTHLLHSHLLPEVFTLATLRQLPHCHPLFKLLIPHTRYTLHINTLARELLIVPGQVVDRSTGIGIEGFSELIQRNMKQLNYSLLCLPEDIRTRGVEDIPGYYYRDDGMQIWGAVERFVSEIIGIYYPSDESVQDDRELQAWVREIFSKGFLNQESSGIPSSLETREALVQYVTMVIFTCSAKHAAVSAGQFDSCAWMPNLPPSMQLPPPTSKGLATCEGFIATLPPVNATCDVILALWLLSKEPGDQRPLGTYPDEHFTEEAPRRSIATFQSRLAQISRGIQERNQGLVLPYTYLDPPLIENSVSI
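Read-out: hydroperoxide product oxidises ferrous iron, measured as xylenol orange complex via the 573-to-405 nm absorbance ratio after 30 min. Reaction: 50 nM enzyme, 15 min compound preincubation, 45 uM arachidonic acid, 90 min RT, Hepes pH 7.5 with Triton X-100.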
* marks the source's active call; other numbers are inactive results; u = inconclusive; x = not tested or not shown; [ ] = remark or other dose. Unless noted, calls follow the shape of the dose curve; as a rule, active = well fitted curve in the direction sought with a large enough effect; inconclusive = small, poorly fitted or top-dose-only effect, or another doubt; inactive = no such curve, though single readings can be large; an effect the other way counts as inactive or inconclusive. Unless noted, % is scaled to controls: 0 for no effect and ±100 for the full control effect.

Each structure is followed by: IMPase inh	PNC assembly inh	ALOX12 inhib	ALOX15B inhib
> Cc1cccc(N2C(=O)NC(=O)/C(=C\c3cnn(-c4ccccc4)c3)C2=O)c1
  1.1	5.0	u	-18.7%
> N#Cc1ccccc1Cn1cc(C(=O)c2cccs2)c2ccccc21
  -2.3	5.4	-6.9%	0.6%
> O=C(/C=C\c1ccc(Cl)cc1)N[C@@]12CCC(=O)[C@@H]3Oc4c(O)ccc5c4[C@@]31CCN(CC1CC1)[C@@H]2C5
  -0.1	x	-6.6%	18.7%
> CCOC(=O)C1C2c3ccccc3O[C@@]1(C)N=C1SCC(=O)N12 (some centres undefined)
  5.7	28.9	0.8%	1.4%
> CC1=C2C[C@H]3[C@@H](CC=C4C[C@@H](O)CC[C@@]43C)[C@@H]2CC[C@]12O[C@@H]1C[C@H](C)CN[C@H]1C2C (some centres undefined)
  x	x	-4.9%[0.00818 µM]	-10.3%[0.0915 µM]
> CC(Cc1ccccc1)NC(=O)/C=C/c1ccc(Cl)cc1 (centres undefined)
  -17.5	-16.1	-5.3%	x
> Clc1ccc(N2C[C@H]3CC[C@@H](C2)N3)nn1
  6.0	x	-9.6%	-2.2%
> CC(=O)c1ccc(OC(NC(=O)c2ccco2)C(Cl)(Cl)Cl)cc1 (centres undefined)
  3.5	52.1	0.4%	-0.3%
> CN1CCN(c2cc(N3CCCCCC3)c(F)cc2[N+](=O)[O-])CC1
  x	17.7	0.1%	x
> CN1CC=C(c2c[nH]c3ccccc23)CC1
  4.3	u	0.8%	x
> CC(=O)O[C@H]1C[C@@H](O[C@@H]2[C@H](C)O[C@H](O[C@@H]3[C@H](C)O[C@H](O[C@@H]4CC[C@@]5(C)[C@@H](CC[C@]6(C)[C@]5(C)C[C@H](O)[C@]5(C)[C@@H](C7=CC(=O)OC7)CC[C@@]56O)C4)C[C@@H]3O)C[C@@H]2O)O[C@@H](C)[C@H]1O[C@H]1O[C@@H](CO)[C@@H](O)[C@@H](O)[C@@H]1O
  2.6[20.6 µM]	x	-2.5%[25.6 µM]	3.2%[25.6 µM]
> CN1CCN(c2cc(N3CCCC3)c([N+](=O)[O-])cc2F)CC1
  12.5	22.5	-0.9%	-4.8%
> COc1cc2c(cc1O)CCNC2C (centres undefined)
  x	x	-2.5%	17.1%
> CC(C)(C#N)O[C@H]1OC(CO)C(O)C(O)C1O (some centres undefined)
  x	x	-0.4%	0.2%
> COc1ccc(Cn2c(N)c(C(=O)NCc3ccco3)c3nc4ccccc4nc32)cc1OC
  -13.5	u	-20.3%	-17.2%
> C[C@H](Cc1ccc2c(c1)OC(C(=O)O)(C(=O)O)O2)NC[C@H](O)c1cccc(Cl)c1
  x	x	-2.6%	14.2%
> CCN(CC)CCN=Cc1c(O)n(CCc2ccccc2)c(=O)[nH]c1=O
  8.0	-25.9	5.6%	17.8%
> CC(=NC1CCN(Cc2ccccc2)CC1)c1c(O)n(C)c(=O)n(C)c1=O
  -15.7	10.6	-1.0%	-12.0%
> c1ccc(CN2CCN(Cc3ccc4c(c3)OCCO4)CC2)cc1
  6.1	-8.3	-4.1%	14.5%
> O=C(CN1CCOCC1)Nc1ccc(Br)cc1C(=O)c1ccccc1
  0.0	325.3	-4.9%	x

Two records drawn at random from those above:
Each structure is followed by: IMPase inh	PNC assembly inh	ALOX12 inhib	ALOX15B inhib
> O=C(/C=C\c1ccc(Cl)cc1)N[C@@]12CCC(=O)[C@@H]3Oc4c(O)ccc5c4[C@@]31CCN(CC1CC1)[C@@H]2C5
  -0.1	x	-6.6%	18.7%
> c1ccc(CN2CCN(Cc3ccc4c(c3)OCCO4)CC2)cc1
  6.1	-8.3	-4.1%	14.5%

The results go on:
Each structure is followed by: IMPase inh	PNC assembly inh	ALOX12 inhib	ALOX15B inhib
> O=Cc1ccco1
  x	x	0.9%	-8.2%
> CCN(CC)CCO
  x	x	-0.6%	13.1%
> OC(c1ccncc1)(c1ccc(F)cc1)c1ccc(F)cc1
  x	35.9	0.3%	x
> COc1ccc(-c2nc3ccccc3c(=O)n2-c2nccs2)cc1
  5.2	11.3	4.0%	-8.1%
> O=C(O)CNC(=O)c1ccc([As](=O)(O)O)cc1
  x	x	2.2%[11.4 µM]	-5.1%[11.4 µM]
> Cc1ccc(CNCCc2ccccc2F)cc1
  x	31.7	-3.9%	x
> c1ccc(OP(Oc2ccccc2)Oc2ccccc2)cc1
  x	x	6.2%	-10.6%
> C=CC(=O)OCC
  x	x	-1.3%	-6.1%
> CN1CCN(c2ccc([N+](=O)[O-])c(N/N=C3\CN4CCC3CC4)c2)CC1
  9.9	35.4	3.6%	x
> Clc1cccc2ccccc12
  x	x	4.9%	-5.6%
> CNC(Cc1c[nH]c2ccccc12)C(=O)O (centres undefined)
  x	x	-4.1%	-7.8%
> Cn1c(=O)cc(OCC(=O)N2CCC3(CC2)OCCO3)c2ccccc21
  -3.3	-95.0*	0.2%	7.2%
> CCOC(=O)c1c(N)n(Cc2ccc(OC)cc2)c2nc3ccccc3nc12
  8.0	9.2	-27.6%	-29.9%
> CN1CCN(c2ccc(C(N)=O)cc2[N+](=O)[O-])CC1
  x	-1.5	-3.1%	x
> N#CCBr
  x	x	-0.1%	-3.3%
> NC(=NCCCC(N)C(=O)O)N[N+](=O)[O-] (centres undefined)
  x	x	0.2%	7.3%
> CN1C[C@@H](CO)C=C2c3cccc4[nH]cc(c34)CC21 (some centres undefined)
  -4.0	x	0.7%	-4.3%
> NCCCP(=O)(O)CC1CCCCC1
  1.0	x	7.5%	4.2%
> Cc1c(N=Cc2c(O)n(Cc3ccc(F)cc3)c(=O)[nH]c2=O)c(=O)n(-c2ccccc2)n1C
  8.7	-0.5	-4.3%	-1.8%
> O=C1CN=C(c2ccccc2)c2cc(Br)ccc2N1Cc1cc(=O)n2ccccc2n1
  x	-87.7*	-2.2%	x

Going on with the list:
Each structure is followed by: IMPase inh	PNC assembly inh	ALOX12 inhib	ALOX15B inhib
> CCBr
  x	x	-3.3%	1.1%
> C=C1C(O)(c2ccccc2)C2CC[N+]1(C)CC2 (centres undefined)
  3.8	-13.2	-4.4%	-6.6%
> CCCCC/C=C\C/C=C\C/C=C\C/C=C\CCCC(=O)NCc1ccc(O)c(OC)c1
  x	x	-21.2%[0.00818 µM]	3.3%[0.0915 µM]
> CC(C)N1C(=O)/C(=C/C=C/c2ccco2)C(=O)N(Cc2ccco2)C1=O
  -1.7	u	u	u
> C/C(Cl)=C/CC1(CN2CCCC2=O)C(=O)NC(=O)NC1=O
  11.1	-121.8*	1.5%	-4.2%
> C=C1N2CCC(CC2)C1(O)c1ccc(C)cc1 (centres undefined)
  5.1	-19.5	1.1%	5.6%
> CCC(C)n1c(O)c(/C=N/N2CCOCC2)c(=O)[nH]c1=S (centres undefined)
  x	16.0	-1.1%	x
> OC(Cn1c2ccccc2c2ccccc21)C[n+]1ccccc1 (centres undefined)
  12.5	u	13.2%	40.2%[activator]
> Clc1ccc(C(c2ccc(Cl)cc2)n2cc[n+](C[C@@H](OCc3ccc(Cl)cc3Cl)c3ccc(Cl)cc3Cl)c2)cc1
  16.3	x	u	25.1µM*
> CC(C)[C@]1(NC(=O)[C@@H]2C=C3c4cccc5[nH]cc(c45)C[C@H]3N(C)C2)O[C@@]2(O)C3CCCN3C(=O)[C@H](Cc3ccccc3)N2C1=O (some centres undefined)
  -1.7	x	-0.9%	-17.2%
> CC1(C)N(O)C(c2ccc(C(=O)O)cc2)=[N+]([O-])C1(C)C
  u	x	7.8%	11.3%
> O=[N+]([O-])c1cc(O)c(O)c([N+](=O)[O-])c1
  4.2	x	u	3.0%
> CNc1ccccc1C(=O)O
  x	x	5.7%	5.7%
> C/C=C(\C)C(=O)OC1CC(OC(C)=O)[C@@]2(C(=O)OC)COC3C2[C@@]12CO[C@](O)(C(=O)OC)C2[C@](C)(C12OC1(C)C1CC2OC2OC=C[C@]21O)C3O (some centres undefined)
  x	x	-1.4%	3.6%
> CCCCCCn1c(O)c(C=NCCN2CCCCC2)c(=O)[nH]c1=O
  -3.8	u	3.7%	46.0%[activator]
> Fc1ccc(CCNCc2ccc(Br)cc2)cc1
  x	45.7	-4.2%	x
> CCOC(=O)C1C(=O)N(C)C2(C)CC1c1cc(OC)ccc1O2 (centres undefined)
  -0.6	-13.4	0.5%	-7.4%
> C=CC(C)=O
  x	x	-0.9%	0.9%
> C[C@]12CCC3C(CC[C@H]4C[C@@H](O)CC[C@]34C)[C@@H]1CCC2=O (some centres undefined)
  8.9	x	-4.3%	-12.4%
> O=C(O)C(=O)Cc1ccc2c(c1)OCO2
  x	x	-10.2%[11.4 µM]	-4.8%[11.4 µM]

Other results.
Each structure is followed by: IMPase inh	PNC assembly inh	ALOX12 inhib	ALOX15B inhib
> N#CC1=C(N)Oc2c(c(=O)oc3ccccc23)C1c1ccc(OC(=O)N2CCOCC2)cc1 (centres undefined)
  -6.6	16.9	0.4%	-9.3%
> CC(N=Cc1c(O)[nH]c(=O)[nH]c1=O)c1ccccc1 (centres undefined)
  0.8	-23.7	-3.0%	-5.6%
> CCC(=NCCN1CCCCC1)c1c(O)n(C)c(=O)n(C)c1=O
  -0.7	8.2	0.0%	-2.3%
> N[C@H](CP(=O)(O)O)C(=O)O
  u	x	-6.1%	27.0%
> Cc1cc(C)cc(-n2c(O)c(C=Nc3ccc(N4CCOCC4)cc3)c(=O)[nH]c2=S)c1
  x	-11.3	2.7%	x
> COc1cc(C)c(CN2CCN(c3ccccc3)CC2)cc1C
  4.2	-12.9	-27.1%	31.7%[activator]
> COCCOC(=O)C1=C(N)OC(C)=C(C(=O)OC)C12C(=O)Nc1ccccc12 (centres undefined)
  -1.1	-6.5	-0.8%	-8.6%
> CCC1(CCCC(=O)c2ccc(F)cc2)C(=O)NC(=S)NC1=O
  x	26.5	-0.6%	x
> Cn1cc(C(=O)c2ccccc2)c2ccccc21
  3.1	-8.4	0.0%	0.0%
> COCCOC(=O)c1c(N)n(Cc2ccco2)c2nc3ccccc3nc12
  10.0	4.0	-14.9%	9.0%
> O=C(c1cc(C(=O)NCc2ccccc2)c(=O)n(Cc2ccccc2)c1)c1cc(Cl)ccc1O
  x	u	2.9%	x
> [N-]=[N+]=NCC(=O)c1c[nH]c(=O)[nH]c1=O
  x	x	0.4%[11.4 µM]	1.4%[11.4 µM]
> Cc1nn(Cc2ccccc2Cl)c(Cl)c1C(=O)OCC(=O)NCc1ccco1
  13.0	-9.6	-1.5%	-3.4%
> CN1CC=C2C(C#N)=C(N)C(C#N)(C#N)C(c3ccncc3)C2C1 (centres undefined)
  -7.5	u	-3.7%	5.6%[2.29 µM]
> O=C(C1CCCO1)N1CCC2(CC1)OCCO2 (centres undefined)
  -0.6	-23.5	-3.3%	13.3%
> Nc1ccc(Cl)c(Cl)c1
  x	x	-0.8%	14.1%
> COc1ccccc1N=C1SCCCN1C
  10.0	0.0	-3.7%	u
> CCCCn1c(O)c(C(CC)=NCCN2CCCCC2)c(=O)[nH]c1=O
  11.0	-88.7*	-7.0%	-0.5%
> N=C1c2ccccc2CN1NC(=O)c1ccccc1
  x	-25.7	2.0%	x
> O=c1[nH]c(=O)n(Cc2ccco2)c(O)c1C=NCc1ccco1
  -9.0	27.2	-14.3%	9.6%

Next section:
Each structure is followed by: IMPase inh	PNC assembly inh	ALOX12 inhib	ALOX15B inhib
> COc1ccc(-c2cc(=Nc3ccccc3)c3cc(C)ccc3o2)cc1
  x	-2.8	-2.1%	x
> CN1C(=O)/C(=C/c2ccc(N3CCCCCC3)o2)C(=O)NC1=S
  26.5	0.0	-4.8%	x
> CNC(=O)O/N=C/C(C)(C)SC
  x	x	4.0%	-9.6%
> COc1ccc2c(c1)C13CCCC[C@@H]1C(C2)N(C)CC3 (some centres undefined)
  -3.1[20.6 µM]	x	-1.6%[25.6 µM]	12.4%[25.6 µM]

Screening results as filed in PubChem BioAssay.

These rows are one share of the data; the hit share may differ from the screen's.
